Screens deposited in PubChem BioAssay by National Center for Advancing Translational Sciences (NCATS).
CCT modulator: cytosolic chaperonin activity modulation. 360,000 compounds, 0.3% hits. purified chaperonin ATPase assay, HTRF ADP detection, 30 min. activity change, % (no concentration beside the values), hits read low; in the data active = activity change below about -30%; note: % is set by controls: 0 for no effect and ±100 for the full control effect
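First, chaperonin was dispensed at 40 nM or 20 nM final depending on batch activity. Next, compounds were pinned at 76 uM and ATP added at 10 uM. After 30 min at 37 °C, ADP detection reagents ran 30 min at ambient temperature.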
PTHR1 agonist: activates the human parathyroid hormone receptor PTHR1; Q03431; HEK293 GP2 PTHR1 cells, GloSensor cAMP luminescence, 1 h; Potency, µM (titrated, usually from 115 µM), for the others: top-dose activation, usual class: activators; 410,000 compounds, 0.075% hits; note: potency is the fitted concentration of half-maximal effect; nearly all actives have a fitted effect of over 55% in size; some results filed as inactive show a strong effect at the top dose; inactives centre near -15; many of its hits are not listed in these tables
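HEK-293-derived GP2 cells expressing PTHR1 and a GloSensor cAMP reporter, 3,000/well, plated overnight, given luciferin plus IBMX (each 0.5 mM as added) for 1 h at 37 °C, then compound for 1 h at 37 °C. Luminescence was read after 15 min at room temperature.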
DRD3 antagonist: antagonists of human D3 dopamine receptor | D3R cells, DiscoveRx beta-arrestin luminescence, antagonist mode; hits give low values | 360,000 compounds, 2.5% hits | max response, negative = inhibition, %; in the data active = max response below about -50%; inconclusive = no clear call, values can overlap the other calls; note: % is set by controls: 0 for no effect and ±100 for the full control effect; mostly tested at two doses, the higher about 12 µM
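Cells plated overnight at 1500 cells/well, then exposed to library compounds with dopamine controls for 90 minutes at 37 degrees C. DiscoveRx reagent added for 30–60 minutes at room temperature; luminescence read, quantitative HTS format.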
Mm-Cpn inhibitor: inhibitors of Methanococcus maripaludis chaperonin (MmCpn). purified Mm-Cpn ATPase, ADP Transcreener TR-FRET. Potency, µM (highest dose often 76.9 µM), without a hit: top-dose activity, negative = inhibition, most hits filed as inhibitors. 330,000 compounds, 0.031% hits; note: potency is the fitted concentration of half-maximal effect; % is set by controls: 0 for no effect and ±100 for the full control effect; nearly all actives have a fitted effect of over 80% in size
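25 nM Mm-CPN + cpd, 10 min 37°C; + 10 uM ATP, 30 min 37°C; buffer 30 mM Tris pH 7.4, 100 mM KCl, 5 mM MgCl2, 1 mM DTT; Transcreener ADP HTRF detection 30 min RT.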
pAkt inh: blocks phosphorylation of Akt | Neuro2A IGF-stimulated pAkt S473 HTRF, 20 min; hits give low values | activity change, % for hits at 50 µM | 360,000 compounds, 0.32% hits; in the data active = activity change below about -80%; inconclusive = mostly about -51% to -80%; note: % is set by controls: 0 for no effect and ±100 for the full control effect
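Single-point screen (50 µM final compound) in Neuro2A cells stimulated 20 min with 6 nM IGF at 37 deg C. After lysis, Ser473-phosphorylated Akt read by HTRF (ex 330 nm, em 615/665 nm) as the 665/615 ratio.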
D3 ag: activates the human D3 dopamine receptor; P35462; D3R DiscoveRx beta-arrestin cells, luminescence, 90 min; max activation, %; 410,000 compounds, 0.58% hits; AID 652048; in the data active = max activation above about 30%; note: 0% is about no effect; mostly tested at two doses, the higher about 12 µM
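Agonist-mode cell screen: cells plated at 1500/well and incubated overnight at 37 °C, then exposed to library compounds for 90 min at 37 °C. Detection reagent was added for 30–60 min at room temperature, and luminescence was read.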
EPAC2 agonist: EPAC2 (human) agonism. 360,000 compounds, 0.079% hits. Potency, µM (titrated, usually from 154 µM), inactives show at the highest dose activation, hits mostly activators. EPAC2 activation, biochemical qHTS; response scale: 100% = 6.5 mM cAMP response. Q8WZA2; note: potency is the fitted concentration of half-maximal effect; nearly all actives have a fitted effect of over 50% in size
Target sequence (Q8WZA2 whole entry, looked up): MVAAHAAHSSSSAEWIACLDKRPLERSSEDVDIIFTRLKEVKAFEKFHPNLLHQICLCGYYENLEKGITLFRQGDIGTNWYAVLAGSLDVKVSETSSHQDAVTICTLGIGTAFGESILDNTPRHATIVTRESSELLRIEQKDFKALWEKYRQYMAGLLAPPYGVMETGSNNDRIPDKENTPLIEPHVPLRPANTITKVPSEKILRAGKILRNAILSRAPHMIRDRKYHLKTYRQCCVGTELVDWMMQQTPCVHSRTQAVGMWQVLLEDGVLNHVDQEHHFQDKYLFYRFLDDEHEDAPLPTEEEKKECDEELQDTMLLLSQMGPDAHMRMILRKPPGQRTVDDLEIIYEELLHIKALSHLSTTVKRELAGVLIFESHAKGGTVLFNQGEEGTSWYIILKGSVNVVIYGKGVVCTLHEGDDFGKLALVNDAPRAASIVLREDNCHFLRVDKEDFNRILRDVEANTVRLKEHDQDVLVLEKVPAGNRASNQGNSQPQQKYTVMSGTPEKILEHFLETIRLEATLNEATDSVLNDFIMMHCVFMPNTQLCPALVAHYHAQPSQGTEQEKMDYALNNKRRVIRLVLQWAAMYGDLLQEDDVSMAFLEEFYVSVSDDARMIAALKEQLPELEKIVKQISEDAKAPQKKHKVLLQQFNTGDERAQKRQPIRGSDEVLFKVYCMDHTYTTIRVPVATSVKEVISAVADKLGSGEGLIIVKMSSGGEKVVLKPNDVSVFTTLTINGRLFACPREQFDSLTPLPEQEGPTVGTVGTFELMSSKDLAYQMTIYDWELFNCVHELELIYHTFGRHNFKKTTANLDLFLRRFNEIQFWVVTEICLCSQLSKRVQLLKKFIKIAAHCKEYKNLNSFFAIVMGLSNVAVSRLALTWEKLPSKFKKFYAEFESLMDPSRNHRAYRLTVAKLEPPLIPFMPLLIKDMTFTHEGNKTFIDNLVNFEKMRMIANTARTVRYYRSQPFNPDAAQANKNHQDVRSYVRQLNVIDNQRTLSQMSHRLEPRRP
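Each well held 100 nM EPAC2, 250 nM RAP1B-BODIPY-GDP and 50 uM GDP. Fluorescence, read at 5-min intervals to 30 min, was referenced to a 6.5 mM cAMP positive control.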
EPAC2 antag: antagonists of human EPAC2; EPAC2 GEF exchange of Rap1B-BODIPY-GDP, fluorescence; 360,000 compounds, 0.18% hits; Q8WZA2; Potency, µM (doses to about 114 µM), inactives show at the highest dose activity, negative = inhibition, most hits filed as inhibitors; AID 720708; note: potency is the fitted concentration of half-maximal effect; % is set by controls: 0 for no effect and ±100 for the full control effect; nearly all actives have a fitted effect of over 45% in size; many of its hits are not listed in these tables
Starred values were filed as active, the others as inactive; i = inactive; ? = inconclusive; · = no result given; [ ] = remark or other dose. Unless noted, calls come from the whole dose curve; as a rule, active = well fitted curve in the direction sought with a large enough effect; inconclusive = small, poorly fitted or top-dose-only effect, or another doubt; inactive = no such curve, though single readings can be large; an effect the other way counts as inactive or inconclusive. These rows are one share of the data; count on the stated rates, not on these rows.

SMILES	CCT modulator	PTHR1 agonist	DRD3 antagonist	Mm-Cpn inhibitor	pAkt inh	D3 ag	EPAC2 agonist	EPAC2 antag
O=C(Nc1ccc(N2CCOCC2)cc1)c1ccc(Br)o1	-0.1	-16%	3	0%	i	3	6%	11%
CC(=O)C(Sc1ccc2nnc(-c3ccc(F)cc3)n2n1)C(C)=O	-1.1	-22%	?	-3%	i	-6	13%	-6%
O=C1c2ccccc2C(=O)N1Cc1nc2ccccc2o1	-2.1	i	110	0%	i	6	-3%	6%
CN(C)C(=O)c1ccc(NC(=O)CSc2nnc(-c3ccc4c(c3)OCO4)o2)cc1	-1.3	i	-1	-1%	i	5	2%	16%
COc1ccc(-c2cc(=Nc3c(C)n(C)n(-c4ccccc4)c3=O)c3ccccc3o2)cc1	-0.8	-25%	2	-4%	i	-5	9%	-8%
CC(C)(C)C1CCC(=NNC(=O)CN(c2ccccc2)S(=O)(=O)c2ccccc2[N+](=O)[O-])CC1 (stereo not drawn)	1.2	-20%	-8	1%	i	-3	-17%	-2%
COc1ccc(CCN2CC(C(=O)NCCc3ccccc3C(F)(F)F)CCC2=O)cc1 (stereo not drawn)	0.1	i	-5	-2%	i	-2	-6%	-11%
N#CCC(=O)N/N=C/c1cc([N+](=O)[O-])ccc1N1CCCC1	0.1	i	-26	0%	i	-9	-7%	-1%
O=C(c1ccc(F)cc1)N1CCN(S(=O)(=O)c2ccc3c(c2)OCCO3)CC1	-1.3	-34%[inhibitor]	-17	·	i	1	10%	-3%
O=C(CCS(=O)(=O)c1ccc(F)cc1)Nc1ccc(N2CCN(Cc3ccccc3)CC2)cc1	-3.3	i	12	0%	i	-14	-10%	-2%
N#Cc1ccc(-c2nc3c4ccccc4ccn3c2Cc2ccsc2)cc1	-1.7	-21%	0	·	i	-8	12%	9%
C/C(=N\NC(=O)c1ccc(F)cc1)c1cccc(NC(=O)c2cccc(F)c2)c1	-0.2	-23%	5	0%	i	-7	2%	5%

Overlap with the part before: 2 compounds, followed by the next part.
SMILES	CCT modulator	PTHR1 agonist	DRD3 antagonist	Mm-Cpn inhibitor	pAkt inh	D3 ag	EPAC2 agonist	EPAC2 antag
N#Cc1ccc(-c2nc3c4ccccc4ccn3c2Cc2ccsc2)cc1	-1.7	-21%	0	·	i	-8	12%	9%
C/C(=N\NC(=O)c1ccc(F)cc1)c1cccc(NC(=O)c2cccc(F)c2)c1	-0.2	-23%	5	0%	i	-7	2%	5%
CC1CCCC(NC(=O)CSc2nnc(N)s2)C1C (stereo not drawn)	-1.3	i	27	-1%	i	8	9%	3%
CS(=O)(=O)c1ccc(NC(=O)c2ccc3c(c2)S(=O)(=O)N=C2CCCCCN23)cc1	1.0	-24%	-6	0%	i	-1	3%	7%
COc1ccc(C2/C=C\CN(C(=O)C3CC3)[C@H](Cc3ccccc3)C(=O)N2Cc2ccc(F)cc2)cc1 (stereo partly drawn)	-0.9	i	?	1%	i	-32	5%	-17%
Cc1cc(C)n(-c2ccc(C(=O)N3CCN(S(=O)(=O)c4ccc(OC(F)(F)F)cc4)CC3)cc2)n1	0.4	-57%[inhibitor]	17	·	i	3	-16%	6%
Cc1ccc(Cn2c(CN3CCOCC3)nc3c2c(=O)[nH]c(=O)n3C)cc1	-8.3	-24%	-20	0%	i	-1	8%	16%
CCCCN1C(=O)C(C)=C(C)C1OCCc1ccc(OC)c(OC)c1 (stereo not drawn)	-1.8	i	13	2%	i	-5	4%	-11%
COc1ccccc1NS(=O)(=O)c1ccc(C)c(NC(=O)c2ccc(S(=O)(=O)N3CCCCCC3)cc2)c1	-0.3	i	-3	-2%	i	-7	-1%	4%
Cc1cc(C(=O)N2CCCC(Nc3ccc(F)cc3)C2)c(C)o1 (stereo not drawn)	-2.2	i	-7	1%	i	-9	5%	2%
COc1ccc(C(=O)n2cnnc2N)cc1	0.0	-24%	-2	-1%	i	0	2%	-2%
CC(Sc1nc(-c2ccccc2)cc(C(F)(F)F)n1)C(=O)N1CCCCC1 (stereo not drawn)	0.5	i	12	?	i	4	11%	-12%
Cc1cc(=O)oc2cc(OCC(O)Cn3ccnc3)ccc12 (stereo not drawn)	-0.6	?	-2	1%	i	-5	4%	26%
COc1ccc2[nH]c3c(c2c1)CCN1C(=O)C(CC(=O)NCc2cccc(C(F)(F)F)c2)C[C@H](C(=O)N(C(C)C)C(C)C)[C@@]31C (stereo partly drawn)	0.2	0%	21	1%	i	10	-15%	-15%
O=C(Cc1cccs1)Nc1cccc(C(=O)Nc2ccc(C(=O)O)cc2)c1	-1.3	?	-11	0%	i	-8	14%	-11%
O=C(COc1ccc([N+](=O)[O-])cc1)N(Cc1ccccc1)Cc1ccccc1	-0.8	-22%	0	1%	i	-12	21%	29%
NC(=O)c1ccc(NC(=O)CCC(=O)c2cccs2)cc1	0.9	i	7	-4%	i	15	-2%	-3%
O=c1c2ccccc2ncn1CCOc1ccccc1[N+](=O)[O-]	1.2	i	13	1%	i	0	-1%	-24%
CC1(C)OC(=O)C(=Cc2ccc(-c3ccc(S(N)(=O)=O)cc3)o2)C(=O)O1	-1.9	-22%	-8	6%	i	-3	12%	13%
CC(O)CNCc1ccccc1C(F)(F)F (stereo not drawn)	0.5	i	-20	0%	i	7	0%	-3%
CC1(C(=O)Nc2ccc3nc[nH]c3c2)CCN1C(=O)CCc1ccccc1 (stereo not drawn)	-0.9	i	0	·	i	-7	4%	27%
COCCCN(C(=O)CSCc1ccc(C)cc1)c1c(N)n(Cc2ccccc2)c(=O)[nH]c1=O	-1.6	-1%	18	3%	i	-1	9%	9%
C=CC[C@@H](Cc1ccc(F)cc1)C(=O)OC[C@@H]1CCCN1C(=O)[C@H](CC=C)CC(=O)NCCO	0.9	i	0	0%	i	2	-3%	-5%
O=C(NC1CCCC1)C(c1ccc(Cl)cc1)N1CCc2ccccc21 (stereo not drawn)	-1.9	-17%	-19	1%	i	4	-1%	-7%
Cn1c(/C=C/c2ccc(Br)cc2)c([N+](=O)[O-])c(=O)n(C)c1=O	0.6	-42%	-24	4%	i	-18	6%	9%
COc1cccc(-c2ncc3ccccc3c2COC(=O)N2CCCCC2)c1	0.7	i	17	1%	i	-9	9%	?

Entries of single compounds, looked up by structure:
CC1(C(=O)Nc2ccc3nc[nH]c3c2)CCN1C(=O)CCc1ccccc1 (stereo not drawn) as listed: CCT modulator: -0.9; PTHR1 agonist: i; DRD3 antagonist: 0; Mm-Cpn inhibitor: ·; pAkt inh: i; D3 ag: -7; EPAC2 agonist: 4%; EPAC2 antag: 27%
CC1(C)OC(=O)C(=Cc2ccc(-c3ccc(S(N)(=O)=O)cc3)o2)C(=O)O1 as listed: CCT modulator: -1.9; PTHR1 agonist: -22%; DRD3 antagonist: -8; Mm-Cpn inhibitor: 6%; pAkt inh: i; D3 ag: -3; EPAC2 agonist: 12%; EPAC2 antag: 13%

Further entries.
SMILES	CCT modulator	PTHR1 agonist	DRD3 antagonist	Mm-Cpn inhibitor	pAkt inh	D3 ag	EPAC2 agonist	EPAC2 antag
CCOCCCNC(=O)C(NC(=O)CNC(C)=O)c1ccc(C)cc1 (stereo not drawn)	-3.1	-2%	17	1%	i	0	5%	-16%
CCN1CCN(Cc2ccc(NC(=O)CC3Oc4ccc(C)cc4NC3=O)cc2)CC1 (stereo not drawn)	-0.3	-14%	-10	0%	i	-9	6%	7%
OCCNc1nc(N2CCCCC2)nc2ccccc12	-2.3	-16%	-8	0%	i	-7	-4%	10%
CC(=O)N1CCN=C1SCc1ccccc1	0.7	-1%	30	-2%	i	-3	0%	-14%
CCOC(=O)c1cc(NC(=O)c2cnccn2)cc(C(=O)OCC)c1	-0.5	i	2	-1%	i	0	8%	2%
N#Cc1ccccc1Oc1ccc(S(=O)(=O)N2CCCCC2)cn1	1.9	i	-25	-1%	i	-14	14%	11%
CC(=O)c1cccc(NC(=O)N2C3CCC2CC(O)(c2cccnc2)C3)c1 (stereo not drawn)	-5.7	-42%[inhibitor]	-15	1%	i	1	3%	5%
CCOCCCNC(=O)C(Cc1ccccc1)NC(=O)c1ccco1 (stereo not drawn)	-0.1	4%[57.5 µM]	29	-2%	i	-4	2%	3%
COc1cc2c3c(c1OC)C1(C=CC(=O)C=C1)CC3N(C(=O)CCC(=O)O)CC2 (stereo not drawn)	-3.0	-11%	?	0%	i	-11	14%	8%
c1cc(-c2cc3cc(N4CCOCC4)ccc3o2)cs1	-1.1	-79%[inhibitor]	18	·	i	2	6%	7%
O=C(Oc1c(Cl)cc(Cl)c2cccnc12)c1ccco1	0.5	i	-124*	1%	i	-4	8%	-16%
CC1CC(C)CN(CCCNC(=O)c2ccc(CS(=O)(=O)Cc3ccccc3F)o2)C1 (stereo not drawn)	-0.9	-4%[57.5 µM]	?	1%	i	-9	0%	-4%
O=C(c1ccc(CN2CCc3ccccc3C2)cc1)N1CCc2ccccc2C1	-4.2	-5%	-76*	0%	i	-16	25%	-4%
COc1cc(/C=C(\C#N)c2nc3ccccc3[nH]2)ccc1Oc1ccc([N+](=O)[O-])cn1	-0.3	-12%[57.5 µM]	30	0%	·	0	5%	8%
COC(=O)C1CN(S(=O)(=O)c2ccc(C)cc2)CCN1S(=O)(=O)c1ccc(C)cc1 (stereo not drawn)	1.0	-3%[57.5 µM]	46	1%	i	6	7%	-1%
COc1ccc(S(=O)(=O)Nc2ccc3c(c2)OCO3)cc1Cl	-2.4	i	-5	1%	i	7	1%	?
COc1ccc(NS(=O)(=O)c2cccc(C(=O)NCC3(N4CCOCC4)CCCCC3)c2)cc1	-2.6	0%	-10	1%	i	-2	-2%	-4%
CC(=O)c1cnc2c(-c3ccc(Cl)cc3)c(C)nn2c1C	-5.5	i	14	-1%	·	3	-2%[15.6 µM]	12%
CN(C(=O)c1ccc(NC(=O)Cc2cccc(NC(=O)C3CCCN(C(=O)C4CC4)C3)c2)cc1)C1CC1 (stereo not drawn)	-2.1	-33%[inhibitor]	8	·	i	-4	7%	16%
CN1CCN(C2CN(Cc3cn(Cc4ccccc4)nn3)S(=O)(=O)C2)CC1 (stereo not drawn)	-0.6	3%	0	·	i	-4	12%	16%
CCCCOc1ccccc1Cn1c(=O)oc2ccccc21	-0.6	-11%[57.5 µM]	-3	2%	-112%*	-3	3%	-59%
Cc1ccc(C(=O)NCC(=O)OCC(=O)N(CC(C)C)c2c(N)n(Cc3ccccc3)c(=O)[nH]c2=O)cc1	-1.6	-63%[inhibitor]	18	1%	i	-14	2%	4%
